Lamin A splicing: changes lamin A minigene splicing in HeLa cells; HeLa LMNA splicing GFP/RFP minigene ratio, 48 h; Potency, µM (series often up to 46.1 µM), for the others: top-dose ratio change, negative = inhibition, most hits filed as inhibitors; actives 0.01% (n = 200,000); AID 1487; active = well fitted inhibition curve with a large enough effect in the signal ratio, with a control signal flat, not every such curve was filed as active; inconclusive = small, poorly fitted or top-dose-only effect, or effect the other way, or a change in a side signal; the % refers to the signal ratio; note: potency is the fitted concentration of half-maximal effect; % is set by controls: 0 for no effect and ±100 for the full control effect
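S3 HeLa cells stably expressing lamin A-EGFP splicing minigene plus DsRed2, 600 cells/well, 48 h compound exposure at 37C. Laser-scanning cytometry; analysed as GFP (500-530 nm)/RFP (575-640 nm) total intensity ratio; 0.5% DMSO vehicle.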
CBFb RUNX1 block: blocks binding between human CBF-beta and RUNX1; AlphaScreen CBFb-His/RUNX1-biotin binding, biochemical; Q01196+Q13951; Potency, µM (doses to about 59.8 µM), inactives show at the top dose activity, negative = inhibition, hits mostly inhibitors; AID 1477; 230,000 tested, under 10 active; note: % of control where 0% means no effect
Target sequence (Q01196 whole entry, looked up): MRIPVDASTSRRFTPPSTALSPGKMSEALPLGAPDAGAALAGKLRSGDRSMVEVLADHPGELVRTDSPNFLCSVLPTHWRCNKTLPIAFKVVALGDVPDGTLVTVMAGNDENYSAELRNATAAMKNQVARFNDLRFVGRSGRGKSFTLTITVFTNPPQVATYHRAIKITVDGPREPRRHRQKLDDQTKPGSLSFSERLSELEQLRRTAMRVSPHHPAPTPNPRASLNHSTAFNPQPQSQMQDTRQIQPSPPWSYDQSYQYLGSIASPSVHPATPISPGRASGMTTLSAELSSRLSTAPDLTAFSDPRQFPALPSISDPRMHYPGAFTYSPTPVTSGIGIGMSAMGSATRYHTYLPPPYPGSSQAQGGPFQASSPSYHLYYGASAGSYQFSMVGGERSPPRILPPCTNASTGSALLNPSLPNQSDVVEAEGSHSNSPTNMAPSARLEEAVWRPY
Target sequence (Q13951 whole entry, looked up): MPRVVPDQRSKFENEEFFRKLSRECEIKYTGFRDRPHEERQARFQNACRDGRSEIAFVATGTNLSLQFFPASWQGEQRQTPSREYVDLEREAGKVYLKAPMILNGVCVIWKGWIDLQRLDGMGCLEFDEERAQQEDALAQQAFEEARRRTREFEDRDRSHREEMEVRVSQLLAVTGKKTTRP
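Bead-based AlphaScreen assay; binding partners His-tagged CBF-beta and biotinylated RUNX1 at 30 nM each. Compound exposure 15 min after a 20-min protein preincubation; bead step 90 min; all steps at room temperature.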
GAA glycogen: GAA glycogen-cleavage inhibition or activation; recombinant GAA, glycogen substrate, Amplex Red glucose oxidase fluorescence; Potency, µM (highest dose often 76.4 µM), inactives show at the highest dose activity change, negative = inhibition, usual class: inhibitors; actives 0.38% (n = 300,000); AID 2100;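 note: potency is the fitted concentration of half-maximal effect; 0% = full enzyme reaction and -100% = no-enzyme basal signal; the screen sought inhibitors and activators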
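Natural-substrate format: glycogen cleavage by 4 nM human enzyme, glucose read by Amplex Red coupling (Ex 573, Em 610 nm). Normalized to enzyme and no-enzyme controls.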
GAA inh: blocks human lysosomal alpha-glucosidase | purified human GAA, 4-MU-alpha-glucoside fluorescence | Potency, µM (doses to about 76.9 µM), for inactives: at the highest dose activity change, negative = inhibition, hits mostly inhibitors | AID 1466 | actives 0.005% (n = 200,000);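 note: potency is the fitted concentration of half-maximal effect; plate controls were uninhibited enzyme wells for no effect and no-enzyme background for full effect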
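Human enzyme at 4 nM with 400 uM 4-methylumbelliferyl-alpha-D-pyranoside, citrate/phosphate buffer pH 5.0, 0.005% Tween-20, 20 min at room temperature. Compounds up to 77 uM. 4-MU fluorescence (Ex 365/Em 440) read after NaOH/glycine stop; AC50 from Hill fit.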
HTT aggregate: inhibitors of mutant huntingtin aggregate formation in PC12 cells; actives 1.1% (n = 220,000); Potency, µM (series often up to 46.1 µM), for inactives: top-dose activity change, negative = inhibition, actives largely listed as inhibitors; PC12 HttQ103-GFP aggregates, Acumen cytometry, 40 h; note: potency is the fitted concentration of half-maximal effect; % is set by controls: 0 for no effect and ±100 for the full control effect; nearly all actives have a fitted effect of over 60% in size
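Using laser scanning cytometry, GFP-positive aggregates were counted after lysis of PC12 cells induced with 100 nM tebufenozide to express HTT exon 1 Q103–GFP. Compounds were tested in titration.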
HTT ATP protect: cytoprotection in Huntington HTT-Q103 PC12 cell model. PC12 HTT-Q103 induced, cytoprotection, ATP luminescence, 40 h. Potency, µM (top dose mostly 56.4 µM), without a hit: cytoprotection (ATP increase), hits mostly activators. actives 0.14% (n = 230,000). AID 1471;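 note: potency is the fitted concentration of half-maximal effect; % of control where 0% means no effect; nearly all actives have a fitted effect of over 45% in size; toxic huntingtin expression switched on by the ecdysone agonist tebufenozide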
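Cells were plated at 1500 per well in phenol red-free DMEM with 5% equine and 5% calf serum. Tebufenozide (100 nM final) and compounds were added, then ATPlite reagent, and luminescence was read.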
aGlu spleen mod: inhibitors or activators of human alpha-glucosidase in spleen homogenate. human spleen homogenate, 4-MU-alpha-glucoside fluorescence. P10253. Potency, µM (top dose mostly 79.9 µM), inactives show top-dose activity change, negative = inhibition, hits mostly inhibitors. actives 0.006% (n = 240,000). AID 2112;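 note: potency is the fitted concentration of half-maximal effect; 0% = enzyme with vehicle and -100% = no enzyme basal signal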
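Enzyme source: human spleen homogenate, 1 ug/well. Buffer 50 mM citric acid/K phosphate pH 5.0, 0.01% Tween-20. 4-MU-alpha-glucoside 1 mM; 37 C x 40 min; NaOH/glycine stop; fluorescence.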
An asterisk follows results filed as active; ? = inconclusive; . = no result given; & = joins results of further samples; [ ] = dose if it differs, or a comment. Unless noted, calls come from the whole dose curve; as a rule, active = well fitted curve in the direction sought with a large enough effect; inconclusive = small, poorly fitted or top-dose-only effect, or another doubt; inactive = no such curve, though single readings can be large; an effect the other way counts as inactive or inconclusive.

#1 COc1ccc(C2SCCN2C(=S)Nc2ccc(Cl)cc2)cc1 (stereo not drawn)
#2 CC(=O)Nc1ccc(NC(=O)C(C)OC(=O)c2ccccc2NS(=O)(=O)c2cccs2)cc1 (stereo not drawn)
#3 Cc1nc2ccc([N+](=O)[O-])cc2s1
#4 O=C(c1ccc(F)cc1)C1CCN(C(=O)Nc2ccccc2Cl)CC1
#5 COC(=O)c1ccc(CN2[C@H](C(=O)OC)C[C@@]3(O)[C@@H](O)[C@@H](O)[C@@H](O)C[C@@H]23)cc1
#6 Cc1ccc(OCC(=O)N/N=C\c2cccs2)c([N+](=O)[O-])c1
#7 CCOc1cc(N2CCOCC2)c(OCC)cc1NC(C)C(=O)N1CCN(CC)CC1 (stereo not drawn)
#8 CCCC1NC(=S)N(C2CCCCC2)C1=O (stereo not drawn)

assay / entry	1	2	3	4	5	6	7	8
Lamin A splicing	?	.	13%[46 µM]	11%[46 µM]	.	-17%	?	1%
CBFb RUNX1 block	-19%	6%	-10%	1%	-1%&9%	-3%	.	-1%
GAA glycogen	-12%	7%	4%	-2%	-1%	-4%	-4%	-7%
GAA inh	-5%	.	-6%	3%	.	3%	1%	0%
HTT aggregate	?	-7%[9.22 µM]	?	0%	-8%[9.22 µM]	7%	23%	-7%
HTT ATP protect	4%[10 µM]	-12%[10 µM]	-40%	-38%[inhibitor]	-22%	23%[10 µM]	-13%	34%[10 µM]
aGlu spleen mod	4%	-5%	1%	3%	-15%&-5%	5%	7%	-4%

#9 Cc1ccc(NC(=O)COC(=O)c2ccnn2C)cc1
#10 Cn1ccnc1SCC(=O)Nc1ccc2c(c1)OCO2
#11 Cc1ccc(NC(=O)CSc2nnc(-c3ccccc3C)o2)cc1C
#12 CCCCCC(=O)N/N=C/c1ccc([N+](=O)[O-])o1
#13 COC(=O)/C=C1\S/C(=N/NC(=O)c2ccccc2)NC1=O
#14 CC1(C)C(=O)Nc2ccccc2N1C(=O)COC(=O)c1ccc(Cl)c(S(=O)(=O)NCc2ccccc2)c1
#15 O=P(Cc1nnco1)(c1ccccc1)c1ccccc1
#16 CCOc1cccc(NC(=O)C2CC(=O)N(C)C(=Nc3ccccc3)S2)c1 (stereo not drawn)

assay / entry	9	10	11	12	13	14	15	16
Lamin A splicing	3%	-9%[46 µM]	0%	13%[46 µM]	-10%	-1%	4%	8%
CBFb RUNX1 block	-3%	-8%	1%	-4%	-1%	-4%	4%	4%
GAA glycogen	4%	-3%	4%	-7%	5%	-6%	-1%	0%
GAA inh	?	-8%	-1%	-7%[15.4 µM]	3%	-3%	-5%	-1%
HTT aggregate	-4%	-1%	5%	.	0%	-10%	7%[9.22 µM]	-19%
HTT ATP protect	12%	-28%	-1%	.	11%	-2%	-13%	-6%
aGlu spleen mod	-8%	-1%	-7%	-1%	-8%	-6%	-1%	1%

#17 COc1ccccc1Nc1nnc(SCC(=O)N2CCCC2)s1
#18 Cc1ccc2c(c1)C(c1ccc(N3CCOCC3)cc1)=NNC(c1cccs1)=N2
#19 CS(=O)(=O)Nc1ccc(C(=O)Nc2ccccc2Sc2ccccc2)cc1
#20 CCOC(=O)/C(=N/Nc1ccc(Cl)cc1)S(=O)(=O)c1ccc(Cl)cc1
#21 COc1ccc(CN2CC(C(=O)NCc3ccccn3)CC2=O)cc1 (stereo not drawn)
#22 COc1ccc(N2CCN(C(=O)c3cccc(Br)c3)CC2)c([N+](=O)[O-])c1
#23 COc1ccc(NC(=O)Cn2c(=O)n(-c3ccc(CC(=O)NCc4ccco4)cc3)c(=O)c3ccccc32)cc1
#24 Cc1cc(C)c(S(=O)(=O)N2CCCOC2CNC(=O)C(=O)NCc2ccncc2)c(C)c1 (stereo not drawn)

assay / entry	17	18	19	20	21	22	23	24
Lamin A splicing	19%	7%	-7%	-13%	5%	?	?	5%
CBFb RUNX1 block	9%	4%	11%	-8%	0%	?	1%	1%
GAA glycogen	-5%	-2%	4%	3%	-4%	-14%	3%	-1%
GAA inh	-16%	0%	0%	-1%	3%	?	3%	-1%
HTT aggregate	6%	9%	9%	16%	-4%	-29%	14%	7%
HTT ATP protect	-17%	-35%	15%[10 µM]	-6%	-12%[0.074 µM]	9%[10 µM]	-24%	-7%[10 µM]
aGlu spleen mod	9%	1%	1%	2%	-15%	7%	4%	-15%

#25 COc1cc(/C=N/n2c(C)n[nH]c2=S)ccc1OCc1ccc(F)cc1
#26 CC1(C)CC(=O)C=C(Nc2ccccc2)C1
#27 CNC(=S)Nc1ccc(Nc2ccccc2)cc1
#28 O=C(/C=C/c1ccccc1)N/C(=C\c1ccco1)C(=O)NCCO
#29 C/C(=N\N=c1/scc(C)n1Cc1ccco1)c1cccc([N+](=O)[O-])c1
#30 COC(=O)[C@@H]1C[C@H]2CC[C@H](O)C[C@H]2N1Cc1ccc(N2CCOCC2)cc1
#31 Cc1oc(-c2cccs2)[n+]([O-])c1C
#32 COc1ccc2cc3c(N)nn(C(=O)c4ccccc4Cl)c3nc2c1

assay / entry	25	26	27	28	29	30	31	32
Lamin A splicing	13%	.	5%	15%	-4%	.	8%	.
CBFb RUNX1 block	1%	5%	-6%	5%	?	3%	2%	-2%
GAA glycogen	-7%	7%	25µM*	4%	13%	.	10%	-4%
GAA inh	-5%	.	7%	0%	1%	.	0%	.
HTT aggregate	20%	14%[9.22 µM]	7%	-6%	-1%	.	10%	0.35µM*
HTT ATP protect	-13%[10 µM]	19%[10 µM]	-16%	7%	-6%[10 µM]	-11%	-4%[0.074 µM]	0%[10 µM]
aGlu spleen mod	2%	4%	-2%	-9%	-2%	6%	8%	2%

#33 CCOC(=O)c1cnc2ccc(C(=O)OC)cc2c1NCCN1CCOCC1
#34 CC1(C)CC(NC(=S)Nc2ccc(S(N)(=O)=O)cc2)CC(C)(C)N1
#35 COc1ccc(-c2[nH]ncc2CN(C)C(C)c2ccon2)c(OC)c1 (stereo not drawn)
#36 COc1ccccc1CN1CCN(S(=O)(=O)c2ccccc2)CC1
#37 CCOC(=O)c1c(-c2ccc(C)o2)csc1NC(=O)CSc1nnc(C)s1
#38 CC1(C)CC(=O)c2sc(NS(C)(=O)=O)nc2C1
#39 O=C(NNC(=S)Nc1ccccc1)c1cc(-c2cccnc2)nc2ccccc12
#40 CN1CCN(Cc2cccc(Oc3ccc(Cl)cc3)c2)CC1

assay / entry	33	34	35	36	37	38	39	40
Lamin A splicing	0%	8%[9.22 µM]	?	-6%	?	19%	.	6%
CBFb RUNX1 block	1%	16%	-7%	-1%	-9%	3%	-15%	-3%
GAA glycogen	0%	-12%	1%	-13%	1%	2%	?	-10%
GAA inh	?	-4%	9%[15.4 µM]	-6%	-18%	1%	.	-2%
HTT aggregate	2%[9.22 µM]	22%	-5%	-3%	5%	8%	-20%	-16%
HTT ATP protect	-23%	-41%[inhibitor]	8%	-6%	3%[10 µM]	2%	-2%	-16%
aGlu spleen mod	0%	.	10%	3%	-1%	-6%	-15%	-7%

#41 O=C(NCc1cccs1)c1ccc(Br)o1
#42 Cc1ccc(C(=O)n2nc(-c3cccnc3)nc2N)cc1
#43 CCN(CC)S(=O)(=O)c1ccc(NC(=O)Cn2c(=O)sc3ccccc32)cc1
#44 CNC(=O)N(C1=NCC(C)S1)c1ccc(F)cc1F (stereo not drawn)
#45 CNc1nc2ccccc2n(C)c1=O
#46 COc1cccc(C(C(=O)NC(C)(C)C)N(Cc2ccco2)C(=O)CCC(=O)Nc2cc(C)on2)c1OC (stereo not drawn)
#47 COc1ccc(NC(=O)CSc2nnc(-c3ccncc3)n2C)cc1
#48 CSCC[C@H](NC(=O)C1CCCC1)c1nc2ccccc2[nH]1

assay / entry	41	42	43	44	45	46	47	48
Lamin A splicing	10%	-5%	-13%	23%	.	.	.	.
CBFb RUNX1 block	-2%	2%	-3%	6%	8%	-1%	1%	-10%
GAA glycogen	2%	4%	0%	4%	3%	-1%	6%	-7%
GAA inh	6%	0%	?	1%	-10%	8%	5%	-2%
HTT aggregate	9%	17%[9.22 µM]	-6%	-11%	1%	.	2%	2%
HTT ATP protect	30%[10 µM]	-11%	3%[10 µM]	-21%	-29%	.	-1%	-21%
aGlu spleen mod	-3%	-3%	-11%	-6%	0%	2%	3%	-4%

Three entries from above, ordered by formula weight, falling.
#46 COc1cccc(C(C(=O)NC(C)(C)C)N(Cc2ccco2)C(=O)CCC(=O)Nc2cc(C)on2)c1OC (stereo not drawn)
#41 O=C(NCc1cccs1)c1ccc(Br)o1
#42 Cc1ccc(C(=O)n2nc(-c3cccnc3)nc2N)cc1

assay / entry	46	41	42
Lamin A splicing	.	10%	-5%
CBFb RUNX1 block	-1%	-2%	2%
GAA glycogen	-1%	2%	4%
GAA inh	8%	6%	0%
HTT aggregate	.	9%	17%[9.22 µM]
HTT ATP protect	.	30%[10 µM]	-11%
aGlu spleen mod	2%	-3%	-3%

New compounds follow:
#49 CCN(CC)C(=O)N1CCN(C(=O)c2ccc(C)cn2)CC1
#50 COc1ccccc1Nc1nc(C)cc(=O)[nH]1
#51 COc1ccnc(N=CNOCc2ccc(C)cc2)c1C#N
#52 CCOC(=O)c1cnc2c(C)cc(C)cc2c1Nc1ccc(S(=O)(=O)Nc2ncccn2)cc1

assay / entry	49	50	51	52
Lamin A splicing	10%	7%	9%	-3%
CBFb RUNX1 block	1%	1%	-4%	-2%
GAA glycogen	3%	7%	-3%	-6%
GAA inh	0%	-5%	-3%	0%
HTT aggregate	8%	-3%	13%	-5%
HTT ATP protect	-9%	-5%	1%[10 µM]	2%[10 µM]
aGlu spleen mod	-5%	-2%	-4%	-8%

Structural class, those above containing bromine.
#22 COc1ccc(N2CCN(C(=O)c3cccc(Br)c3)CC2)c([N+](=O)[O-])c1
#41 O=C(NCc1cccs1)c1ccc(Br)o1

assay / entry	22	41
Lamin A splicing	?	10%
CBFb RUNX1 block	?	-2%
GAA glycogen	-14%	2%
GAA inh	?	6%
HTT aggregate	-29%	9%
HTT ATP protect	9%[10 µM]	30%[10 µM]
aGlu spleen mod	7%	-3%

Screening data deposited in PubChem by National Center for Advancing Translational Sciences (NCATS).

Compounds as they come; overall some 1.5% were active at least once.
